# A549 tox: Nrf2 qHTS screen for inhibitors: counterscreen for cytotoxicity; A549 ARE-Fluc cells, CellTiter-Fluor viability, 18-24 h; Potency, µM (top dose mostly 46 µM), without a hit: top-dose activity change, negative = cytotoxicity, usual class: inhibitors; 0.16% of 390,000 active; AID 504648, 2011; also: potency is read from the fitted curve at half-maximal effect; % is scaled to controls: 0 for no effect and ±100 for the full control effect
#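 A549 ARE-Fluc cells in 5% FBS OPTI-MEM, 5000 cells/well, rested 2 h then exposed to compounds in concentration-response for 18-24 h at 37 °C. Viability by CellTiter-Fluor fluorescence (Ex 405/Em 525) after 30 min; luciferase luminescence (BugLite, 15 min, RT) read afterwards.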
# MmCpn inh: Inhibitors of TCP-1 ring complex (TRiC) of Methanococcus maripaludis (MmCpn): qHTS; Chaperonin Mm-Cpn (Methanococcus maripaludis); purified Mm-Cpn ATPase, ADP Transcreener TR-FRET; Potency, µM (titrated, usually from 76.9 µM), for inactives: at the highest dose activity, negative = inhibition, most hits filed as inhibitors; 0.031% of 330,000 active; also: potency is read from the fitted curve at half-maximal effect; % is scaled to controls: 0 for no effect and ±100 for the full control effect; nearly all actives have a fitted effect of over 80% in size
#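 Measured: ADP formation by purified Mm-CPN. Conditions: 25 nM protein, 10 uM ATP, Tris pH 7.4 with Mg2+, K+ and DTT, 37°C for 30 min. Detection: Transcreener HTRF after 30 min at room temperature.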
# ATXN viability: Viability Counterscreen for Primary qHTS for Inhibitors of ATXN expression | S2 cells (HEK-293 line with an ATXN2-luciferase reporter) viability, CellTiter-Fluor protease fluorescence, 24 h | Potency, µM (titrated, usually from 56.7 µM), usual class: cytotoxic | 0.49% of 400,000 active; also: potency is read from the fitted curve at half-maximal effect; nearly all actives have a fitted effect of over 40% in size
# Nrf2 block: Nrf2 qHTS screen for inhibitors. 2.1% of 360,000 active. Potency, µM (doses to about 46 µM), inactives show at the highest dose activity change, negative = inhibition, hits mostly inhibitors. A549 ARE-Fluc reporter, luciferase luminescence, 18-24 h; also: potency is read from the fitted curve at half-maximal effect; % is scaled to controls: 0 for no effect and ±100 for the full control effect; nearly all actives have a fitted effect of over 60% in size
#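 Nrf2 function is reported as luminescence of an ARE-controlled luciferase in A549 cells. Compounds were tested at several concentrations, and a CellTiter-Fluor read on the same wells flagged cytotoxicity.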
# Nrf2 activator: qHTS of Nrf2 Activators. 0.31% of 410,000 active. AREc32 ARE-luciferase reporter (MCF7-derived line), luminescence, 24 h. Potency, µM (doses to about 46.1 µM), without a hit: at the highest dose activation, most hits filed as activators; also: potency is read from the fitted curve at half-maximal effect; % of control where 0% means no effect; nearly all actives have a fitted effect of over 65% in size
#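 AREc32 cells carrying an ARE-driven firefly luciferase reporter were seeded at 1000 cells/well in OPTI-MEM with 5% FBS, then exposed to compound for 24 hr at 37 deg C. Luminescence was read with Steady-Glo after 30 min at RT.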
# TGFb inhibitor: qHTS for Inhibitors of TGF-b; Potency, µM (top dose mostly 46.1 µM), for the others: top-dose activity, negative = inhibition, hits mostly inhibitors; HepG2 CAGA-GFP TGF-b/SMAD3 reporter, GFP fluorescence, 18 h; TGF-beta stimulated, 500 pg/mL final; AID 588855, 2011; 1.2% of 410,000 active; also: potency is read from the fitted curve at half-maximal effect; % is scaled to controls: 0 for no effect and ±100 for the full control effect; nearly all actives have a fitted effect of over 65% in size
#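 HEPG2 CAGA-GFP reporter cells (1000/well, DMEM with 1% FBS) received compounds, then recombinant TGF-beta at 500 pg/mL final for 18 hours at 37 degrees C. Per-cell GFP summed per well was normalised to unstimulated and stimulated DMSO controls before curve fitting.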
# HepG2 viability: qHTS for Inhibitors of TGF-b: Cytotox Counterscreen | HepG2 CAGA-GFP viability, ATP luminescence, 18 h | Potency, µM (series often up to 46.1 µM), inactives show top-dose activity change, negative = cytotoxicity, actives largely listed as cytotoxic | 0.76% of 410,000 active | AID 588856, 2011; also: potency is read from the fitted curve at half-maximal effect; some results filed as inactive show a strong effect at the top dose
#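 CellTiter-Glo luminescence gave cytotoxicity after 18 hours at 37 degrees C. The cells were HepG2 CAGA-GFP in 1% FBS DMEM, stimulated with 500 pg/mL TGF-beta after compound addition. %Activity was normalised to no-cell wells (complete cell-killing) and DMSO (no toxicity), and curves were fitted and classified.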
# Akt phos inh: HTS Assay for Inhibitors of Akt Phophorylation: Primary Screen; 0.32% of 360,000 active; activity change, % for hits at 50 µM; Neuro2A IGF-stimulated pAkt S473 HTRF, 20 min; hits give low values; AID 651550, 2012; in the data active = activity change below about -80%; inconclusive = mostly about -51% to -80%; also: % is scaled to controls: 0 for no effect and ±100 for the full control effect
#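 Single-point screen (50 µM final compound) in Neuro2A cells stimulated 20 min with 6 nM IGF at 37 deg C. After lysis, Ser473-phosphorylated Akt read by HTRF (ex 330 nm, em 615/665 nm) as the 665/615 ratio.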
# CCT modulator: High-Throughput Screening for Modulators of Cytosolic Chaperonin Activity; purified chaperonin ATPase assay, HTRF ADP detection, 30 min; activity change, % (concentration not given with the values), hits read low; 0.3% of 360,000 active; AID 651819, 2012; in the data active = activity change below about -30%; also: % is scaled to controls: 0 for no effect and ±100 for the full control effect
#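 TRiC (40 or 20 nM final, by batch activity) in 30 mM Tris pH 7.4, 100 mM KCl, 5 mM MgCl2, 1 mM DTT was treated with compound at 76 uM single dose, then 10 uM ATP, 30 min at 37 °C. ADP was read by HTRF Transcreener.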
# Active calls of the source: *; i = inactive; ? = inconclusive; · = no result given; & = joins results of further samples; [ ] = remark or other dose. Unless noted, calls follow the shape of the dose curve; as a rule, active = well fitted curve in the direction sought with a large enough effect; inconclusive = small, poorly fitted or top-dose-only effect, or another doubt; inactive = no such curve, though single readings can be large; an effect the other way counts as inactive or inconclusive.
# Value order: HepG2 viability	Akt phos inh	TGFb inhibitor	A549 tox	Nrf2 block	Nrf2 activator	MmCpn inh	CCT modulator	ATXN viability
[1] CC(=O)c1c(C(C)=O)c(C)n(Cc2ccc(Cl)cc2)c1C
    -2%	i	0%	-19%	?	-0.8%	-1%	0.0	i
[2] COc1ccc(S(=O)(=O)N2CCN(Cc3ccccc3)CC2)cc1
    -19%	i	-12%	13%	-3%	0.2%	-2%	1.0	i
[3] CCN(CC)CCNCc1ccc(-c2ccc(Cl)cc2)o1
    -32%	i	-1%	0%	7%	0.4%	0%	-1.2	i
[4] O=C(NCCS(=O)(=O)N1CCN(c2ccc(F)cc2)CC1)C(c1ccccc1)c1ccccc1
    -20%	·	-23%	4%	·	4.0%	·	·	·
[5] O=C(NCCc1ccc(F)cc1)c1ccc([N+](=O)[O-])cc1
    -5%	i	4%	0%	?	3.0%	1%	-1.4	i
[6] O=C(N[C@@H]1C/C=C\C[C@H](CC(=O)N(CCO)Cc2ccccc2)C(=O)NC[C@@H](c2ccccc2)OC1=O)OCC1c2ccccc2-c2ccccc21
    -66%	i	7.9µM*	-20%	?	0.5%	-1%	0.6	?
[7] CCOc1cc(/C=C2/C(=O)ON=C2C)ccc1OCc1ccccc1
    -7%	i	-17%	-4%	-7%	0.3%	2%	-2.2	?
[8] CCc1nc2ccc(C(=O)Nc3cccc(OCC(=O)N(C)C)c3)cn2c1N(C)Cc1ccc(N(C)C)cc1
    -5%	i	31%[activator]	·	·	-0.5%	·	-1.8	i
[9] CCOC(=O)C1(CCCc2ccccc2)CCN(CCCn2cccn2)CC1
    -25%	i	?	0%	-17%	-1.2%	2%	-2.7	i
[10] Cc1cc(NC(=O)c2ccc(S(=O)(=O)N3CCCC3)cc2)nc2c1c(=O)oc1ccccc12
    -25%	i	-7%	-2%	·	29%	-8%	-9.6	?
[11] CN1CCN(NC(=O)CN2C(=O)/C(=C/c3ccccc3Cl)SC2=S)CC1
    -14%	i	-3%	-8%	-14%	1.6%	-4%	-2.3	i
[12] O=C1CCC/C1=C/Nc1ccc(Cl)cc1
    -21%	i	-17%	-1%	-17%	4.5%	3%	0.5	i
[13] CCOc1ccc2c(c1)C(C)=CC(C)(C)N2S(=O)(=O)c1ccc(F)cc1
    -30%	i	?	-3%	3%	0.2%	-3%	0.1	i
[14] CCc1cc2cc(C(=O)N3CCN(Cc4ccccc4)CC3)sc2s1
    -14%	i	?	-4%	9%	3.4%	·	-1.5	i
[15] Cc1cccc(CSC2=NCCN2C(=O)c2ccco2)c1
    27%	i	-3%	1%	?	0.0%	-3%	-1.0	i
[16] O=C(NCc1ccco1)Nc1cccc(-c2ccccc2)c1
    14%	i	19%	3%	2%	23%	·	-1.1	i
[17] COc1ccc(OC)c(NC(=O)CN2C(=O)NC3(CCCc4ccccc43)C2=O)c1 (stereo unspecified)
    -7%	i	1%	2%	-14%	-0.3%	-1%	1.5	i
[18] Cc1ccc(NCc2nnc(SCC#N)o2)c(C)c1
    -8%	i	-11%	?	?	3.8%	-10%	-2.0	i
[19] C[C@@H]1CN(S(=O)(=O)C(C)(C)C)[C@H](CCO)/C1=C\c1ccccc1
    -19%	i	-9%	-2%	12%	-1.0%	·	-1.7	i
[20] CCC(CC)C(=O)Nc1nnc(S(=O)(=O)N2CCCCCC2)s1
    -21%&-18%	i	1%&-27%	1%&13%	?	-1.1%&-0.3%	-1%	0.3	i

# Single records (already shown). Values in the order: HepG2 viability, Akt phos inh, TGFb inhibitor, A549 tox, Nrf2 block, Nrf2 activator, MmCpn inh, CCT modulator, ATXN viability
# CCOC(=O)C1(CCCc2ccccc2)CCN(CCCn2cccn2)CC1 is listed as -25%, i, ?, 0%, -17%, -1.2%, 2%, -2.7, i
# CCN(CC)CCNCc1ccc(-c2ccc(Cl)cc2)o1 is listed as -32%, i, -1%, 0%, 7%, 0.4%, 0%, -1.2, i

# Next section:
# Value order: HepG2 viability	Akt phos inh	TGFb inhibitor	A549 tox	Nrf2 block	Nrf2 activator	MmCpn inh	CCT modulator	ATXN viability
[21] Cc1ccc(CSCC(=O)NCc2cccs2)cc1
    3%	i	7%	-8%	-8%	0.2%	0%	1.6	i
[22] Cc1oc(-c2ccccc2F)nc1CS(=O)CC(=O)NCCN1CCCCC1C (stereo unspecified)
    -1%	i	-7%	11%	1%	-0.5%	3%	0.9	i
[23] CCNS(=O)(=O)c1ccc(CCC(=O)NCCC2=CCCCC2)cc1
    10%	i	1%	-4%	-18%	0.0%	-2%	0.0	i
[24] Cc1ccc(C(=O)N2CCN(C(=O)c3ccco3)CC2)cc1NC(=O)c1ccco1
    0%	i	9%	2%	-12%	-0.3%	0%	-0.3	i
[25] COc1ccc(NC(=O)CN2CCc3ccccc3C2)cc1OC
    0%	i	-5%	8%	10%	3.3%	-1%	-1.7	i
[26] Cc1cc(O)c(C(C[N+](=O)[O-])c2ccc(Cl)cc2Cl)c(=O)o1 (stereo unspecified)
    -54%	i	?	5%	9%	?	0%	-3.7	i
[27] CNC(=O)C(C)NS(=O)(=O)c1ccc(F)cc1 (stereo unspecified)
    4%	i	12%	18%	6%	-0.2%	1%	-1.0	i
[28] CS(=O)(=O)C1=NSC2=NC(=O)/C(=C\c3cccn3-c3ccccc3Cl)C(=N)N21
    4%	i	8%	-28%	9%	-0.9%	-2%	1.1	i
[29] Cc1ccc(S(=O)(=O)N2CCCCC2CCNC(=O)C(=O)NC2CC2)cc1 (stereo unspecified)
    11%	i	0%	-4%	10%	-0.4%	0%	0.5	i
[30] CCOc1cc(N2CCOCC2)c(OCC)cc1NC(=O)c1ccccc1N1CCCC1=O
    -2%	i	6%	·	·	2.4%	·	-0.3	i
[31] Cc1cccc(S(=O)(=O)NNC(=O)Cc2cccn2C)c1
    2%	i	0%	0%	-12%	-0.1%	3%	-1.3	i
[32] CC1C2CC(C(S(=O)(=O)N3CCOCC3)C2=O)C1(C)C (stereo unspecified)
    -1%	i	-17%	5%	21%	0.4%	-2%	1.5	i
[33] Cc1ccc(S(=O)(=O)NCCN=C(CN2CCOCC2)NS(=O)(=O)c2ccc(C)cc2)cc1
    9%	i	5%	-4%	-3%	-0.3%	2%	-1.1	i
[34] Cc1cc([N+](=O)[O-])nn1CC(=O)Nc1ccc(F)cc1
    19%	i	?	-1%	2%	-0.1%	0%	-7.1	i
[35] CCOc1ccc(NC(=O)CCS(=O)(=O)c2ccc3c(c2)CCCN3C(=O)CC)cc1
    0%	i	6%	13%	13%	-0.7%	-3%	-1.6	i
[36] O=C(O)c1ccc(/C=N/NC(=O)C(O)(c2ccccc2)c2ccccc2)cc1
    -5%	i	2%	13%	-9%	-1.0%[9.22 µM]	0%	0.6	i
[37] CC(=O)Nc1cccc(NC(=S)Nc2cccc3ccccc23)c1
    -17%	i	-16%	5%	?	3.7%	-3%	-2.4	i
[38] CCn1cc(CN2CCc3c([nH]c4ccccc34)C2c2cccc(OC)c2)c(C)n1 (stereo unspecified)
    -2%	i	-5%	2%	-2%	4.0%	1%	-1.8	i
[39] C=CCOc1cccc(C2NC(=O)c3ccccc3O2)c1 (stereo unspecified)
    -1%	i	-15%	7%	6%	2.4%	1%	0.0	i
[40] COc1ccc(S(=O)(=O)NCCSCc2ccco2)cc1C
    -9%	i	?	0%	11%	-0.1%	·	-2.6	i
[41] COCCCNC(=O)C(=O)Nc1cc2c3c(c1)CCC(=O)N3CCC2
    3%	i	-2%	-3%	?	0.2%	2%	0.6	i
[42] COc1cc(OC)c(C#N)c(S(=O)(=O)Cc2ccccc2)c1
    1%	i	-8%	-8%	-25%	-0.2%	0%	-2.7	i
[43] CCc1ccc(NC(=O)C2CCCN(S(=O)(=O)c3c(C)noc3/C=C/N(C)C)C2)cc1 (stereo unspecified)
    -13%	·	?	6%	11%	0.0%	·	·	·
[44] COc1cccc(NC(=O)CN(C)C(C)C(=O)Nc2ccc(C#N)cc2)c1 (stereo unspecified)
    -3%	i	-7%	2%	0%	0.3%	4%	1.1	i
[45] O=c1oc2ccccc2c(O)c1/C=C1\C=Nc2ccccc21
    -82%	i	0%	-8%	6%	13%	-1%	0.3	i
[46] C=CCNC(=O)c1ccc2nc(-c3ccco3)c(-c3ccco3)nc2c1
    -9%	·	?	2%	0%	·	·	·	·
[47] CCOc1ccc(NC(=O)Cn2c(=O)oc3cc(Cl)ccc32)cc1
    1%	i	12%	-1%	-18%	2.5%	0%	-0.4	i
[48] CC1c2cc3c(cc2CCN1C(=O)c1ccc(Br)cc1)OCCCO3 (stereo unspecified)
    -63%	·	?	1%	16%	5.7%	-1%	-2.3	i
[49] CCC(=O)Nc1ccc(C(=O)Nc2ccc(Br)cc2F)cc1
    5%	i	13%	-6%	7%	-0.7%	-4%	-2.3	i
[50] Cc1nc2ccc(S(=O)(=O)NC(C(=O)N3CCn4c3nc3ccccc34)C(C)C)cc2s1 (stereo unspecified)
    7%	i	1%	1%	-7%	0.3%	1%	-2.8	i
[51] CC1Cc2cc(S(=O)(=O)N3CCC(C(=O)N(C)Cc4ccccc4)CC3)ccc2N1C(=O)C1CC1 (stereo unspecified)
    0%	i	-18%	3%	-12%	-0.6%	4%	0.5	i
[52] COc1cc(Cl)c(C)cc1NC(=O)COC(=O)C1CC1C (stereo unspecified)
    4%	i	-7%	3%	-8%	0.0%	-3%	-1.4	i

# Assay outcomes from PubChem BioAssay.
